# Bioassay records as filed in PubChem BioAssay.
# Hck Nef HTS: blocks Nef-activated human Hck kinase; P08631; Recombinant Hck-YEEI plus Nef, Z-Lyte FRET kinase assay; inhibition, % at 20 µM; 220,000 tested, 0.68% active;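 active = Hck-Nef kinase inhibition above about 50%, limit read from the data; inactive = inhibition below that limit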;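 also: 0% = DMSO with Hck plus Nef and 100% = Hck alone without Nef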
# Target sequence (P08631 whole entry, looked up): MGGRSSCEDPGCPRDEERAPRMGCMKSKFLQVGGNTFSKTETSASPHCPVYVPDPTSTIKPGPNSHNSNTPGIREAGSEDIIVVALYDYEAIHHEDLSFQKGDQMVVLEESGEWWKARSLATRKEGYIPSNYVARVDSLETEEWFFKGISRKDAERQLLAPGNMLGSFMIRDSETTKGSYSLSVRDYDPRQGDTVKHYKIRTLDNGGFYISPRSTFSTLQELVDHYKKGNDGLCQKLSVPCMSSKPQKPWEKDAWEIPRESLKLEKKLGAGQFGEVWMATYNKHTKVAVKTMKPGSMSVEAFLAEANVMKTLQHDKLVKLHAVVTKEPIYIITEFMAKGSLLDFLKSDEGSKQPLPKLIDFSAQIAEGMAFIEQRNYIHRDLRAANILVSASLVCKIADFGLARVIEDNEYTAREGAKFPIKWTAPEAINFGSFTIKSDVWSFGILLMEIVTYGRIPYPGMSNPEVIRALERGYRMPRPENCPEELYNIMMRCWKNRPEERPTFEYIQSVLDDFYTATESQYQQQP
# Rad51 HR inh: blocks human Rad51 in homologous recombination; Q06609; hRad51 DNA strand exchange, fluorescence dequenching; inhibition, % at 10 µM; 200,000 tested, 0.085% active;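 active = inhibition above 40% at the single screening dose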;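 also: 0% = DMSO control wells and 100% = blanks with heterologous ssDNA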
# Target sequence (Q06609 whole entry, looked up): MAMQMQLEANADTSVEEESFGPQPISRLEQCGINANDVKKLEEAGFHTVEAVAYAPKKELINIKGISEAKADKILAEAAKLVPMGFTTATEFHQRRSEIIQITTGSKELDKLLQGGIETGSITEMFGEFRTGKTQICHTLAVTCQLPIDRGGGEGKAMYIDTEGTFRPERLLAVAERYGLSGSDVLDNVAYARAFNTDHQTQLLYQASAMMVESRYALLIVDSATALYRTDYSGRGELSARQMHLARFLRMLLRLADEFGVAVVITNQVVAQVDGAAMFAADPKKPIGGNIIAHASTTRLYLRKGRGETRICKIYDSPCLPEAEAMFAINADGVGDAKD
#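 Test system – preformed human Rad51 ssDNA filaments · Reagent – Donor/quencher-labelled 47-bp dsDNA substrate · Incubation – 37 °C 15-min filament assembly, 30-min compound preincubation, 15-min exchange · Signal – FRET fluorescence dequenching, excitation 485 nm, emission 520 nm · Read-out – percent inhibition from fluorescence, normalised to plate control and blank means · Benchmarks – plate control and blank wells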
# Cl transport mod: modulates chloride dependent transport by human KCC2; Q9H2X9; KCC2 cells, thallium flux FluoZin-2 fluorescence; B-score of Tl+ flux slope (higher = more flux/activation; lower = inhibition) at 10 µM; 190,000 tested, 2.2% active; AID 1456;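 active = thallium flux slope and its plate-corrected score both differing from the plate sample mean at a set confidence after two filtering rounds, in either direction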;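 also: slope of fluorescence scaled to starting intensity during 10 to 20 s after thallium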
# zVAD death inh: L929 zVAD cell death inhibition; L929 zVAD necroptosis rescue, ATP luminescence, 24 h; with zVAD 60 µM; viability rescue, % at 10 µM; AID 1377; 220,000 tested, 0.38% active;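 active = activation, scaled between plate controls, above about 75%, limit read from the data; inactive = activation under that limit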;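 also: 0% = zVAD with DMSO and 100% = DMSO alone without zVAD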
# TNF death inh: inhibitors of TNF-alpha induced necroptosis in Jurkat FADD-/- cells | Jurkat FADD-/- TNF necroptosis rescue, ATP luminescence, 24 h; 0 = TNF only, 100 = no-TNF cells | activation (protection from cell death), % at 10 µM | 220,000 tested, 0.068% active;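 active = activation, meaning protection from cell death, of at least 50% relative to plate controls; inactive = activation below 50%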;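 also: necroptosis triggered by 40 ng/mL TNF-alpha added together with compound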
# Thrombin inh: thrombin (human) inhibition | P00734 | alpha-thrombin, Boc-VPR-AMC fluorogenic substrate cleavage | inhibition, % at 5 µM | 220,000 tested, 0.26% active | AID 1046;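 active = inhibition at or above 40%; inactive = inhibition below 40%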;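 also: 0% = enzyme with no compound and 100% = wells without enzyme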
#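 System: Human alpha-thrombin protein | Medium: pH 7.5 Tris (50 mM) with NaCl 150 mM, Tween 20 0.05% | Times: Enzyme reaction carried out at room temperature | Detection: AMC fluorescence, 355/460 nm | Evaluation: Percent inhibition scaled between no-compound controls and no-enzyme blanks | Benchmarks: Enzyme without compound as high, wells lacking enzyme as low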
# FXIa inh: inhibitors of human coagulation factor XIa; P03951; purified FXIa, Boc-Glu-Ala-Arg-AMC fluorogenic substrate; inhibition, % at 5 µM; 220,000 tested, 0.14% active;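 active = inhibition of at least 40%; inactive = inhibition below 40%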;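 also: fluorescence of freed AMC excited at 355 nm; 0% = enzyme without compound and 100% = no enzyme blank; many of its hits are not listed in these tables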
# FXIIa inh: factor XIIa (human) inhibition. inhibition, % at 5 µM. P00748. purified FXIIa, Boc-QGR-AMC fluorogenic substrate, 2 h. 220,000 tested, 0.3% active; in the data active = inhibition above about 40%;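 also: 0% = enzyme with no compound and 100% = blank without enzyme; many of its hits are not listed in these tables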
# KLK5 inh: blocks human kallikrein 5 protease activity | recombinant hK5, fluorogenic AMC substrate cleavage | inhibition, % at 5 µM | 210,000 tested, 0.59% active | AID 873;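 active = inhibition of 40% or more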;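 also: 0% = enzyme controls without compound and 100% = no-enzyme blanks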
# Target sequence (Q9Y337 67-293 limits assumed): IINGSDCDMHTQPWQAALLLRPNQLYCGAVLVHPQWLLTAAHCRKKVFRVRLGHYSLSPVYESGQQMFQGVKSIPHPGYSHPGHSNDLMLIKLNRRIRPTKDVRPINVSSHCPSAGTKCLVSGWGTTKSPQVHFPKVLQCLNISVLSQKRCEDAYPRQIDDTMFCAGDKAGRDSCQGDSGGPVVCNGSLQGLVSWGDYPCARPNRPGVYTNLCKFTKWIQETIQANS
# * marks the source's active call; other numbers are inactive results; i = inactive; / = not tested or not shown; & = joins results of further samples.
SMILES,Hck Nef HTS,Rad51 HR inh,Cl transport mod,zVAD death inh,TNF death inh,Thrombin inh,FXIa inh,FXIIa inh,KLK5 inh
Cc1nc(CS(=O)(=O)c2ccccc2)cc(Sc2ccccc2Cl)n1,-1,-12,/,-0.1,-3.2,-8,-3,9,-23
CCN(CCC(=O)Nc1ccc(Br)c(C)c1)Cc1ccccc1,-2,-1,/,0.0,2.0,6,4,8,0
CCOC(=O)C1CCN(C(=O)c2sc3nc(-c4ccccc4)cn3c2C)CC1,-1,/,0.0038,0.5,-0.6,0,-3,9,-4
O=C(Nn1c(C2CCC2)nc2ccccc2c1=O)c1cccs1,21,-6,0.31,1.6,-1.5,19,-3,6,0
O=C(CSc1nnc(NC2CCCCC2)s1)NCc1ccco1,-10,6,0.2,1.6,-0.7,-4,-8,-1,-4
O=C(NC(=S)N1CCCCC1CO)C12CC3CC(CC(C3)C1)C2 (stereo not drawn),20,-1,0.6,0.2,0.3,-5,-1,3,-3
COc1ccc(CNC(=O)C23CN(Cc4ccccc4)CC2C(c2ccc([N+](=O)[O-])cc2)=NO3)cc1 (stereo not drawn),1,-11,-0.96,0.3,-3.4,2,1,8,/
CCCCOC(=O)/C=C\C(=O)NC(N)=O,6,21,0.0082,-2.0,-28,2,3,12,1
O=C(c1ccc(Cl)s1)N1CCc2ccccc21,6,/,-1.6,-0.8,-3.1,-1,0,3,3
O=C(CN1CCC2(CC1)OCCO2)c1ccc2cc[nH]c2c1,0,-2,1.1,-0.1,0.4,2,-1,13,32
COc1cc(/C=C/C(=O)OCC(=O)c2c(N)n(C)c(=O)n(C)c2=O)ccc1OC(F)F,7,14,-0.39,-0.7,-1.1,5,3,14,3
O=C(c1ccc(Cl)cc1)N1CCC(c2nc(-c3cccs3)no2)CC1,2,0,-1.6,-0.3,-3.2,-3,4,11,1
OCC1(Cc2ccccc2)CCN(CCCC2CCCC2)CC1,21,6,0.17,2.2,2.0,-13,-6,8,-2
Cc1cc(C(=O)CCl)c(C)n1-c1ccon1,29,16,0.011,-0.7,-8.7,1,-2,7,-8
Cc1cccc(OCC(=O)N(Cc2cccs2)C2CCS(=O)(=O)C2)c1 (stereo not drawn),1,5,/,0.1,0.2,3,4,10,-20
CCOC(=O)c1cn2nc(-c3ccc(OCC)cc3)cc2nc1C1CCN(C(=O)OC(C)(C)C)CC1,1,-9,-0.7,0.7,1.7,-3,-8,-21,-35
CC(C)(C)c1ccc(-c2cc(N)n[nH]2)cc1,3,4,0.12,4.7,-2.0,-2,3,15,-5
O=S(=O)(NCc1csc(-c2cccs2)n1)c1ccc(Cl)cc1,17,/,-5.1*,-0.6,-0.6,-8,1,3,3
O=C(Oc1ccccc1)c1cccc2cccc(C(=O)Oc3ccccc3)c12,-5,-43,-1.1,-0.3,-1.2,2,12,8,5
c1cc(C2OCCN2CC2COC3(CCCC3)O2)ccn1 (stereo not drawn),0,2,-0.24,-0.3,-3.0,-2,7,13,-9
CCCc1nnc(SCC(=O)N2CCOCC2)n1Cc1ccco1,0,4,-0.85,-0.4,-1.8,-4,3,4,3
COc1ccc(N2CCN(CC(O)COc3ccc4c(c3)CCC4)CC2)cc1 (stereo not drawn),-2,2,/,-0.5,-1.1,-2,-5,2,-3
COc1ccc2cc(Br)ccc2c1CC(=O)NC(C)C,26,-13,-0.99,-0.1,2.4,3,1,7,0
O=C(N/N=C/c1ccc(O)cc1)Nc1cccc2nsnc12,53*,13,0.88,0.9,-2.5,-9,-1,9,-1

# Quoted from the listing:
# Entry of OCC1(Cc2ccccc2)CCN(CCCC2CCCC2)CC1 under zVAD death inh: 2.2
# Entry of Cc1cc(C(=O)CCl)c(C)n1-c1ccon1 under FXIIa inh: 7

# Following part
SMILES,Hck Nef HTS,Rad51 HR inh,Cl transport mod,zVAD death inh,TNF death inh,Thrombin inh,FXIa inh,FXIIa inh,KLK5 inh
O=C(NCc1ccccc1)c1ccc(S(=O)(=O)N2CCCC2)cc1,-15,-1,-0.46,1.3,1.7,-6,-7,-2,-1
O=C(NCCc1ccccc1)C(=O)NCC1OCCN1S(=O)(=O)c1ccc([N+](=O)[O-])cc1 (stereo not drawn),-11,3,-2.3,0.2,1.4,-5,-2,5,0
C=C(C)Cn1c(N2CCN(c3ccc(OC)cc3)CC2)nc2c1c(=O)n(C)c(=O)n2C,-7,4,-0.39,1.0,-0.4,2,-3,9,-22
O=C(CC(=O)N/N=C/c1cccs1)NCc1ccccc1,9,7,-0.62,0.4,0.7,-1,-9,1,-4
CN1C(=O)C(O)(CC(=O)c2ccccc2O)c2cc(Br)ccc21 (stereo not drawn),3,9&0,0.15,1.7,-11,27,4,7,-5
CCOC(=O)c1c(NC(=O)c2c(-c3ccccc3)noc2C)sc(C)c1-c1ccccc1,17,5,0.011,-1.1,-9.1,-4,-12,6,-20
O=C(COc1ccc(-c2ccccc2)cc1)NN=C1CCCC1,8,/,-2.2,0.1,0.8,-2,-1,5,/
O=C(Nc1ccc(OCC(F)(F)C(F)F)cc1)c1ccncc1,4,-39,-0.15,-0.1,-1.7,3,2,14,2
O=C(NCc1ccco1)c1ccc(C(=O)NCc2ccco2)s1,1,-10,0.28,-0.3,0.0,3,6,20,8
Brc1ccc(-c2csc(N/N=C/c3cccnc3)n2)cc1,19,3,0.27,19,-0.1,-4,-1,1,10
Oc1c(CN2CCN(c3ccccn3)CC2)cc(Cl)c2cccnc12,-2,13,7*,4.0,-25,7,19,33,-190
COc1ccccc1-n1c(-c2ccccc2)n[nH]c1=S,21,9,/,-0.5,-0.5,-8,-3,2,3
Cc1nc2ccccn2c1C(=O)NCc1ccc2c(c1)OCO2,-3,1,-0.025,0.9,-0.8,-12,16,14,-15
COc1ccc(N2CCN(C(=O)CN(C)S(=O)(=O)c3ccc4c(c3)c(=O)n(C)c(=O)n4C)CC2)cc1,21,18,-0.037,1.7,1.9,5,-10,-2,-7
Cc1ccccc1CN1CCN(S(=O)(=O)c2cccs2)CC1,23,-10,-0.099,16,0.4,2,3,6,6
CCOc1ccc(N2C(=O)S/C(=C\c3ccc(O)c(OCC)c3)C2=O)cc1,15,-2,-0.88,1.4,1.8,1,2,9,3
CCCCCN1CC(O)=C(c2nc(-c3ccc(Cl)cc3)cs2)C1=N,4,2,1.8,0.1,-1.0,-5,-2,12,8
CN(CCOc1ccccc1)c1ccc(S(=O)(=O)N2CCCCC2)cn1,-2,0,-1.4,0.4,-1.2,-19,-5,-10,4
Cc1cc(Cl)c(OCCCNCc2ccccc2)c(Br)c1,-1,7,-0.67,1.2,1.9,1,2,18,-10
Cc1nnc(NC(=O)c2nn(CC(C)C)c(=O)c3ccccc23)s1,11,2,-0.98,1.0,-1.4,4,0,3,-13
Cn1c(Cn2c(=O)sc3ccccc32)nnc1SCC(=O)NC1CCCCC1,3,2,-0.00086,1.0,0.8,1,4,6,-1
COc1ccc(C2=C(Nc3ccccc3)c3ccccc3C2=O)cc1,1,7,0.67,1.4,1.4,1,5,5,-2
Cc1ccc(CNC(=O)CCNS(=O)(=O)c2cccs2)cc1,-3,/,0.14,/,-0.6,-1,6,11,-10
COC(=O)[C@@H]1[C@@H](C)OC(=O)N[C@H]1c1ccccc1,-9,-10,-0.58,-0.2,1.4,-1,10,15,-3

# The closing 2 entries of the section above come first, to join the parts.
SMILES,Hck Nef HTS,Rad51 HR inh,Cl transport mod,zVAD death inh,TNF death inh,Thrombin inh,FXIa inh,FXIIa inh,KLK5 inh
Cc1ccc(CNC(=O)CCNS(=O)(=O)c2cccs2)cc1,-3,/,0.14,/,-0.6,-1,6,11,-10
COC(=O)[C@@H]1[C@@H](C)OC(=O)N[C@H]1c1ccccc1,-9,-10,-0.58,-0.2,1.4,-1,10,15,-3
CCOC(=O)c1c(NC(=O)CSc2n[nH]c(-c3ccco3)n2)sc(C)c1C,-16,-7,-0.9,0.8,0.4,-7,-3,1,-2
Cc1cc(C(=O)COC(=O)c2cccnc2Cl)c(C)n1-c1c(C)n(C)n(-c2ccccc2)c1=O,14,-2,0.96,1.9,0.7,-4,-10,3,-4
CCOc1[nH]n(-c2ccccc2)c(=O)c1C=Nc1ccc(C)cc1,22,-5,0.29,1.4,-0.4,1,0,11,11
O=C(Nc1ccc(F)cc1)c1csc(Cc2ccccc2)n1,14,/,-1.5,2.6,-0.3,-1,-6,5,-5
Cc1nc(SCC(=O)N2CCOCC2)c2ccsc2n1,2,1,-0.011,0.0,-2.1,1,2,12,-18
O=C(Nc1ccc(O)c(-c2nc3ccccc3o2)c1)C1(c2ccccc2)CCCC1,1,0,/,0.1,-3.4,-4,-9,-12,1
O=C1c2cccc3c(O)ccc(c23)C(=O)N1Cc1ccccc1,-4,i,i,0.8,-0.5,-8,-5,-16,-19
CCN1CCN(c2nc(-c3ccncc3)nc3ccccc23)CC1,0,/,0.89,4.1,-3.8,1,-17,13,7
Cn1cccc1Cc1nnc(SCC(=O)NCC2CCCO2)n1-c1ccc(F)cc1 (stereo not drawn),3,-1,/,1.1,2.4,10,-2,7,-13
COc1ccc(CN2CCN(c3ccccn3)CC2)cc1OCc1ccccc1,-2,-3,-0.011,-0.2,-1.2,-6,3,12,-16
OCCNc1nc2nonc2nc1NCCO,21,3,-0.34,1.9,1.7,-3,-4,7,-3
CCOC(=O)C(=O)Nc1ccc(OC)c(Cl)c1,9,/,-1,0.2,-0.9,-9,-3,7,/
CCOc1ccc(CC(=O)Nc2sc(Cc3ccccc3)c(C)c2C(N)=O)cc1OCC,1,6,1.5,0.2,-4.4,7,2,14,-4
O=C(NCc1cn2ccsc2n1)Nc1cccc(Cl)c1,-14,-5,-0.26,2.3,4.8,2,7,17,-24
c1ccc2[nH]c(CSc3ncnc4c3oc3ccccc34)nc2c1,-1,0,-2.1,1.3,-5.4,-4,-4,26,21
Cc1cc(C)c(NC(=S)N(CCN(C)C)C(C)c2cccnc2)c(C)c1 (stereo not drawn),14,1,0.047,-0.1,0.4,-2,-4,2,-8
CC(C)c1nc2ccc(NC(=O)C34CC5CC(CC(C5)C3)C4)cc2[nH]1,-1,/,/,5.3,1.9,-3,-3,10,-14
CCC(C)[C@H](NC(=O)NCc1cccc(OC)c1)C(=O)O (stereo partly drawn),0,-15,0.58,-0.1,1.2,-7,13,19,-11
COc1ccc(CCNC(=O)Cn2cccc2C(=O)c2ccccc2C)cc1OC,2,/,-0.7,/,1.4,-1,1,4,-9
Cc1ccc(CNC(=O)C2CCN(S(=O)(=O)c3cnc[nH]3)CC2)cc1,-2,-7,/,0.1,0.8,-4,-9,13,-7
Cc1ccc(Cl)c(OCC(=O)Nc2sc(C)c(C)c2C#N)c1,5,-2,0.021,-0.2,1.0,3,15,3,-5
O=C(CN1CCN(S(=O)(=O)c2ccccc2)CC1)Nc1ccc2c(c1)CCC2,9,1,6.2*,6.4,4.1,-3,1,13,-9
COC(=O)CNC(=O)C(Cc1c[nH]c2ccccc12)NC(=O)OC(C)(C)C (stereo not drawn),-1,5,0.0022,-0.6,-1.4,22,0,18,44*

# Only part of the results is shown; rates above refer to the full screens.
